Screening results (PubChem)
SARS 3CLpro inh – SARS-CoV 3CLpro protease inhibition. P0C6X7. recombinant SARS-CoV 3CLpro, quenched FRET peptide cleavage. inhibition, % at 6 µM. actives 0.14% (n = 290,000). AID 1706; in the data active = inhibition above about 12%
Anthrax LF inh2 – anthrax lethal factor protease inhibition. P15917. actives 0.12% (n = 360,000). inhibition, % at 10 µM. multiplex microsphere protease cleavage assay, LF; also: plate controls were buffer without enzyme for full effect and enzyme alone for no effect
PrPC TRFRET – reduces human prion protein on the cell surface; cell surface PrPC, TR-FRET read-out; actives 0.43% (n = 370,000); inhibition, % at 13.8 µM; in the data active = inhibition above about 24%; also: 0% = median of the test wells and 100% = reference compound wells
BoNT A protease – inhibitors of Botulinum neurotoxin A light chain protease. multiplex microsphere protease substrate cleavage, flow cytometry. inhibition, % at 10 µM. actives 0.17% (n = 360,000); also: plate controls were buffer without enzyme for full effect and enzyme alone for no effect
SSB-PriA inh – inhibitors of Klebsiella pneumoniae PriA binding to SSB C-terminal tail. AlphaScreen SSBct-PriA binding, biotinylated peptide. inhibition, % at 33 µM. actives 0.6% (n = 430,000). AID 1272365; in the data active = inhibition mostly above about 37%, no sharp cut-off; inactive = mostly below about 20%;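 also: plate controls were negative control peptide for no effect and reference peptide for full effect; strong numbers were not always called active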
Rv3671c inh – inhibitors of M. tuberculosis serine protease Rv3671c. inhibition, % at 5.96 µM. actives 0.048% (n = 320,000); in the data active = inhibition above about 38%;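 also: extracellular domain of Rv3671c used as enzyme; 0% = enzyme with DMSO and 100% = no enzyme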
Target sequence (P9WHR9 whole entry, looked up, the tested form may be a part): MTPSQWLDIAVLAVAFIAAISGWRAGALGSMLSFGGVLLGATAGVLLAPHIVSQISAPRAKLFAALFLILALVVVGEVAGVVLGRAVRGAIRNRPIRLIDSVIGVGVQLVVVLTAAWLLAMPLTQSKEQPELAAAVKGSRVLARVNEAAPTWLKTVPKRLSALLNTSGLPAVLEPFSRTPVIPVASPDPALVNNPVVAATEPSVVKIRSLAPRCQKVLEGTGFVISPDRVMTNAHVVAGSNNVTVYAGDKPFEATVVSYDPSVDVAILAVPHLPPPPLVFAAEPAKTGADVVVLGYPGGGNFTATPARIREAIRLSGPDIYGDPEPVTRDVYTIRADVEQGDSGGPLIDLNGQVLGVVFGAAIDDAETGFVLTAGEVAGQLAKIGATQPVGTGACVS
BoNT F protease – blocks Botulinum neurotoxin F light chain protease. Multiplex microsphere protease cleavage assay, flow cytometry. inhibition, % at 10 µM. actives 0.22% (n = 360,000). AID 588497; in the data active = inhibition above about 35%, passing the limit was not always enough; inconclusive = no clear call, values can overlap the other calls; also: plate controls were buffer without enzyme for full effect and enzyme alone for no effect
MazEF act – activators of E. coli MazEF toxin-antitoxin RNase; P0AE70; FAM/BHQ RNA-DNA oligo cleavage fluorescence, 5 h; activation, % at 20 µM; actives 0.32% (n = 350,000); AID 504720; in the data active = activation above about 50%
Target sequence (P0AE70 whole entry, looked up): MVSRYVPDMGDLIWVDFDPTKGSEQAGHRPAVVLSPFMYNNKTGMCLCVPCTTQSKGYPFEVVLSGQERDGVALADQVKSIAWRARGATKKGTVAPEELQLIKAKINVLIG
VHR inh abs – blocks human VHR1 dual specificity phosphatase | recombinant VHR phosphatase, pNPP absorbance | inhibition, % at 13.3 µM | actives 0.52% (n = 290,000); in the data active = inhibition above about 50%; also: some compounds called inactive have numbers as strong as hits
Target sequence (P51452 whole entry, looked up): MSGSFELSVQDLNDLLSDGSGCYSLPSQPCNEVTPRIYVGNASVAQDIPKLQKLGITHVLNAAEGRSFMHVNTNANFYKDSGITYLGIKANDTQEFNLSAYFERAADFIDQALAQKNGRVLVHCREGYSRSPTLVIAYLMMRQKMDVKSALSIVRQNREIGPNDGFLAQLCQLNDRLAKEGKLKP
CCHFV vOTU inh – CCHFV vOTU protease inhibition | actives 0.55% (n = 370,000) | Pep-AMC fluorescence | inhibition, % at 11.5 µM; in the data active = inhibition above about 30%; also: 0% = vehicle wells with enzyme and 100% = no enzyme wells
Numbers without * were called inactive; ? = inconclusive; · = no result given. Rule as the data show it, unless noted: active = inhibition above about 30%; inconclusive = no clear call, values can overlap the other calls; inactive = below that. An excerpt. The share of hits here may be higher or lower than overall.

SMILES	SARS 3CLpro inh	Anthrax LF inh2	PrPC TRFRET	BoNT A protease	SSB-PriA inh	Rv3671c inh	BoNT F protease	MazEF act	VHR inh abs	CCHFV vOTU inh
O=C(Cc1c(F)cccc1Cl)Nc1ccc(S(=O)(=O)NCC2CCCO2)cc1 (centres undefined)	-2	2	-6	-0.6	-1	4	-3	5	4	-7
Cc1ccn2c(C(=O)NNC(=O)Nc3ccc(Cl)cc3)c(C)nc2c1	3	2	3	-2.4	1	·	7	2	28	-6
Oc1ccccc1CN(Cc1ccco1)CC(O)COCc1ccc(Cl)cc1 (centres undefined)	-1	-2	0	-1.0	-6	2	-3	-2	-7	14
COc1ccc(C(=O)Nc2ccccc2N2CCCC2)cc1	0	12	-3	-3.7	2	0	1	4	·	5
CCOC(=O)C1C(=O)OC(C)(C)C1C(C)C(=O)c1ccc(OC)cc1 (centres undefined)	-2	-5	5	-0.8	-7	-6	1	0	11	5
CSc1ccccc1C(=O)Nc1ccc(C)c(C)c1	-3	-9	4	?	-5	1	1	-4	-12	-6
c1ccc2c(c1)oc1c(N3CCN(Cc4ccc5c(c4)OCO5)CC3)ncnc12	-2	4	10	2.4	12	·	22	6	6	-19
O=C(CN1CCCc2ccccc21)Nc1cc(S(=O)(=O)N2CCCC2)ccc1Cl	·	-2	-3	1.0	7	4	-8	-11	·	4
CCOC(=O)C1(CC2CC2)CCN(C(=O)c2cccnc2C)CC1	-2	-1	1	-2.8	-11	1	-15	1	6	-5
O=C(CSc1nc2nc3c(cc2c(=O)n1-c1ccccc1)CCCC3)Nc1cccc2ccccc12	2	0	-7	0.2	-7	-11	0	-11	37	13

In the list so far, two contain an aryl methoxy group:
SMILES	SARS 3CLpro inh	Anthrax LF inh2	PrPC TRFRET	BoNT A protease	SSB-PriA inh	Rv3671c inh	BoNT F protease	MazEF act	VHR inh abs	CCHFV vOTU inh
COc1ccc(C(=O)Nc2ccccc2N2CCCC2)cc1	0	12	-3	-3.7	2	0	1	4	·	5
CCOC(=O)C1C(=O)OC(C)(C)C1C(C)C(=O)c1ccc(OC)cc1 (centres undefined)	-2	-5	5	-0.8	-7	-6	1	0	11	5

The results go on.
SMILES	SARS 3CLpro inh	Anthrax LF inh2	PrPC TRFRET	BoNT A protease	SSB-PriA inh	Rv3671c inh	BoNT F protease	MazEF act	VHR inh abs	CCHFV vOTU inh
CSCc1ccc(C(=O)N2CCC(CCC(=O)N(C)Cc3ccccc3)CC2)o1	2	-3	2	-0.5	-6	-5	1	-1	27	0
COC(=O)CNC(=O)CNC(=O)Nc1ccccc1	-5	2	5	?	-7	0	2	2	-1	2
CC[C@]12c3[nH]c4ccccc4c3CCN1C(=O)C(CC(=O)NCC13CC4CC(CC(C4)C1)C3)C[C@@H]2C(=O)N1CCN(C(=O)C2CC2)CC1 (some centres undefined)	·	-2	11	-0.4	-7	-1	-5	7	·	9
COC(=O)c1ccccc1NC(=O)CN(C1CCCCC1)S(C)(=O)=O	-2	4	5	0.0	0	3	0	5	-1	-9
CC(C)C[C@H]1COCCS(=O)(=O)N1Cc1ccccc1F	·	5	4	-0.2	-9	-8	-4	4	·	-2
Cc1[nH]c(=S)[nH]c(=O)c1CCCO	0	-1	1	-0.9	-24	-6	1	6	-3	-5
COc1ccc(N=C2SC(C(=O)Nc3ccc(F)cc3)CC(=O)N2C)cc1 (centres undefined)	-2	0	-1	0.1	-4	-2	5	7	-9	5
CN(C)CCC(=O)c1ccc(F)cc1	2	-5	4	0.2	-18	3	-6	2	17	-6
COc1ccc(N2CCN(C(=O)CCCC(=O)c3ccccc3)CC2)cc1	-3	0	6	-0.2	19	-2	0	5	6	-2
O=c1[nH]cnc2c1ncn2[C@@H]1O[C@H](COS(=O)(=O)O)[C@@H](O)[C@H]1O	·	-2	2	-0.1	10	1	2	-20	·	-4

The final two entries of the part above are carried over, then new ones follow:
SMILES	SARS 3CLpro inh	Anthrax LF inh2	PrPC TRFRET	BoNT A protease	SSB-PriA inh	Rv3671c inh	BoNT F protease	MazEF act	VHR inh abs	CCHFV vOTU inh
COc1ccc(N2CCN(C(=O)CCCC(=O)c3ccccc3)CC2)cc1	-3	0	6	-0.2	19	-2	0	5	6	-2
O=c1[nH]cnc2c1ncn2[C@@H]1O[C@H](COS(=O)(=O)O)[C@@H](O)[C@H]1O	·	-2	2	-0.1	10	1	2	-20	·	-4
CCOCCCn1c(SCC(=O)NC(C)C)nc2ccccc2c1=O	3	0	0	-0.9	-6	-1	-7	1	22	-16
O=C(CNC(=O)[C@@H]1Cc2ccccc2CN1)NC1CCCCC1	3	-2	-5	0.3	-8	-5	-2	7	-10	2
O=C(NC(=S)NC1CCCCC1)c1ccc(F)cc1	5	-5	9	-2.8	5	6	-2	-4	24	11
CC(C)N1CCC(N2CCN(Cc3ccc(-c4ccccc4Cl)o3)CC2CCO)CC1 (centres undefined)	3	0	0	1.8	2	5	1	15	8	1
Cc1onc(-c2ccccc2)c1C(=O)N1CCCC(C)(C(=O)NS(=O)(=O)C2CC2)C1 (centres undefined)	·	-16	-2	-0.4	·	·	-7	·	·	-4
COc1ccc(S(=O)(=O)N2CCCCCC2)cc1C(=O)N(C)Cc1ccc(C)cc1	·	0	8	1.8	-7	1	0	4	·	-4
CCN(C[C@H]1N[C@@](Cc2ccccc2)(C(=O)OC)[C@H]2C(=O)N(Cc3ccccc3)C(=O)[C@@H]12)C(=O)COC	·	1	7	0.1	-14	-4	-7	2	·	8
CCOc1ccc(OCC)c(NC(=O)C2CCN(S(=O)(=O)c3ccc4c(c3)CC(C)N4C(C)=O)CC2)c1 (centres undefined)	5	-3	-1	-1.1	-1	-8	-4	-6	-2	2
CCN(CC(=O)Nc1ccc(NC(C)=O)cc1)C(=O)c1sc2nc3n(c(=O)c2c1C)CCC3	·	-6	2	-0.4	-4	1	0	4	·	-2
Cc1cccc(N(C)S(=O)(=O)c2ccc(-c3cnc(C4CC4)o3)cc2)c1	6	1	9	-2.4	-5	-9	-9	-7	2	18
NC1=NC(=O)/C(=C\c2ccsc2)S1	3	-3	-11	-0.8	-9	8	7	7	11	-3
C=CCn1c(SCC(=O)Nc2sc(C)c(C)c2C(=O)OCC)nnc1-c1sc(N)nc1C	3	-2	7	-0.4	2	5	1	3	3	-3
O=C1C2(c3ccccc3)CN(CCO)CC1(c1ccccc1)CN(CCO)C2	-6	-2	1	0.3	-7	3	2	2	8	2
Cc1cc(C)c(C)c(S(=O)(=O)Nc2ccccc2C(=O)NN2CCOCC2)c1C	·	-6	1	-0.6	-6	-2	0	-6	·	-8
O=C(Nc1cccc(C(=O)NC2CC2)c1)c1ccccc1	·	6	10	-0.6	-9	·	-8	6	·	0
CCNc1c(NC(=O)c2ccc3c(c2)OCO3)c(=O)oc2ccccc12	5	0	2	-1.1	-2	2	-5	8	8	-5
CC(=O)Nc1ccc(NC(=O)C(C)OC(=O)/C(C#N)=C/c2ccc(N(C)C)cc2)cc1 (centres undefined)	·	-4	-3	-7.8	2	-119	?	37	·	10
COc1ccccc1Nc1ccc(N)cc1	-5	-28	-4	-0.7	7	18	-62	7	9	15
CCOC(=O)N1CCN(C(=O)c2ccc3c(c2)N(CC)CCS3)CC1	5	5	1	-0.2	1	5	0	4	38	-8
Cc1cc(C)cc(OCCOc2cccc(C=C3C(=O)NC(=O)NC3=O)c2)c1	2	-3	-9	-4.5	-33	-3	?	-3	18	-8
C=C1C(=O)O[C@@H]2C[C@@H](C)[C@@H]3C=CC(=O)[C@@]3(C)[C@@H](O)[C@H]12	·	-12	95*	-0.8	-11	1	-2	7	7	0
CNC(=O)COc1coc(CN2CCN(c3ccccc3)CC2)cc1=O	-3	0	-6	-0.7	-11	-3	-1	8	6	6
CCOC(=O)N1CCN(C(=O)c2cc3c(s2)-c2ccc(Cl)cc2S(=O)(=O)C3)CC1	1	3	1	-0.4	-7	6	-3	14	-12	6
O=C1C=CC(=O)C(C2=C3C(=O)N(CCc4ccccc4)CC(=O)N3CCC2)=C1	4	·	-4	·	12	-6	·	2	12	1
COc1cccc(-n2c(SCC(N)=O)nnc2-c2ccco2)c1	3	-10	6	-4.7	0	·	12	-30	12	2
CC1CCCC(C)N1C(=O)CSc1nnc(C2CCCCC2)o1 (centres undefined)	-2	-3	-4	-1.6	-8	3	-15	7	-17	3
CC(OC(=O)c1ccc(NC(=O)CC#N)cc1)C(=O)Nc1ccc(S(=O)(=O)N2CCCC2)cc1 (centres undefined)	·	-8	6	-0.5	·	·	-8	2	·	17
CC(C)C[C@@H](CN)NC(=O)c1nc[nH]c1C(=O)N[C@@H](Cc1c[nH]c2ccccc12)C(=O)CNC[C@H](C)NC(=O)c1nc[nH]c1C(=O)N[C@@H](CC(=O)O)C(=O)O	·	-2	6	0.2	-13	·	12	6	·	-3
CSc1ccccc1NC(=O)CN(C)CC(=O)Nc1ccc(Cl)cc1[N+](=O)[O-]	4	-3	-4	0.1	27	-9	-5	-3	-1	-13
C[C@H](O)[C@@H]1C(=O)N2CCc3ccc(-c4cccc(F)c4)cc3[C@@H]2C[C@@H]1N(C)S(=O)(=O)c1ccccc1	·	-5	-11	0.0	-2	·	-6	-13	·	1
c1ccc(NC2=NCCN2CCCC2CCCCC2)cc1	·	-2	-9	-0.1	3	3	1	-5	·	2
O=C(Cc1ccc(Cl)cc1)NNC(=S)NC(=O)c1cccnc1	-2	-2	2	0.2	-25	2	-4	1	23	22
Cc1cc(C(=O)N2CCC2(C)C(=O)O)nn1C(C)(C)C (centres undefined)	·	-1	-6	0.6	·	·	5	·	·	17
CN1C2C=C3C(C#N)=C(N)C(C#N)(C#N)[C@H](c4c(F)cccc4F)[C@H]3C1CC2 (some centres undefined)	-5	5	-7	1.2	-16	-2	17	-6	17	-20
O=C1CSC(c2ccccc2F)N1c1cc(Cl)ccc1O (centres undefined)	3	-2	6	0.9	-7	1	5	7	6	9
COc1ccc2[nH]c(=O)c(-c3nnn(-c4ccc(F)cc4)n3)cc2c1	·	-6	-2	0.1	2	5	-3	4	·	-4
CCN(CC)c1ccc(NC(=O)c2cccc(C)c2)cc1S(=O)(=O)Nc1ccccc1OC	6	-1	16	0.4	-13	-61	-1	10	4	1
CC1=C/C(=C\c2ccc3c(c2)OCO3)C(=O)S1	-2	-1	7	1.0	-2	7	-12	11	10	5
